DAX1 inh-1 – blocks DAX1 repression of SF-1 activated StAR promoter | HEK293T StAR-luciferase reporter, SF-1/DAX-1 repression relief | inhibition, % at 6.8 µM | 370,000 tested, 1.1% active | AID 652010;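 active = inhibition above the mean over all tested compounds plus 3 SD, cut at about 3.6% in these data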;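 note: 0% = DAX-1 cells with DMSO and 100% = cells lacking DAX-1 with DMSO; higher inhibition means more luminescence from relief of DAX-1 repression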
NPR2 activator – GC-B (human) receptor activation. HEK293-GC-B cells, CNP EC30, cGMP TR-FRET; 0% at EC30 CNP, 100% saturating CNP. 370,000 tested, 0.11% active. activation, % at 10 µM. P20594;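 active = activation at 10 µM reaching about 35% in either raw or pattern-adjusted values, limit read from the data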
DAX1 inh-2 – inhibits human nuclear receptor DAX1; HEK293 Gal4-DAX1 luciferase reporter, luminescence; inhibition, % at 6.75 µM; AID 504766; 340,000 tested, 0.99% active;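 active = inhibition above the mean over all tested compounds plus 3 SD, cut at about 4.2% in these data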;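 note: 0% = DAX1-transfected cells with DMSO and 100% = empty-vector control cells with DMSO; inhibition shows as a rise in luminescence from relieved DAX1 repression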
Target sequence (P51843 207-470 limits assumed): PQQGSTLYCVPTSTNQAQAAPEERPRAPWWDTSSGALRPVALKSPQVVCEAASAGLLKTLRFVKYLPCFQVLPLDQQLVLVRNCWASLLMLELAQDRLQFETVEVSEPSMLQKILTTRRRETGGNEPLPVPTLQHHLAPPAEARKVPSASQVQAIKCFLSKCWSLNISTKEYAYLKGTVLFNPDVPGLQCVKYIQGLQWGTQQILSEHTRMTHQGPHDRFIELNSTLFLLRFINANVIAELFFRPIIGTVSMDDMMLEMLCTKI
SMARCA2 act – activators of SMARCA2 function; MG213 cells, MMTV-luciferase reporter, dexamethasone, overnight; AID 652017; activation, % at 9.1 µM; 370,000 tested, 1% active; in the data active = activation above about 7.8%;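 note: 0% = vehicle wells and 100% = reference activator wells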
NPR1 activator – GC-A (human) enzyme activation. HEK293 GC-A cells, cGMP TR-FRET, EC30 ANP; 0% at EC30 ANP, 100% saturating ANP. 370,000 tested, 0.14% active. P16066. activation, % at 10 µM; in the data active = activation above about 40%
sPLA2-III inh – Blocks human group III sPLA2 activity; 370,000 tested, 0.56% active; inhibition, % at 12.2 µM; AID 743126; QFRET BODIPY PC-A2 liposome hydrolysis, fluorescence; Q9NZ20;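 active = inhibition above mean plus 3 SD of compounds lying within the high and low control bounds, cut at about 19% in these data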;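 note: 0% = median of test compound wells and 100% = no enzyme DMSO wells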
hgDAF-12 ag – activates the H. glycines DAF-12 receptor ligand-binding domain; 370,000 tested, 1.8% active; activation, % at 6.8 µM; HEK293 GAL4-hgDAF12 UAS-luciferase reporter, agonist luminescence; normalized to butyrate control;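 active = activation above a cutoff set at the mean of all screened compounds plus 3 SD, cut at about 10% in these data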;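 note: 0% = DMSO wells and 100% = sodium butyrate wells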
GAA850 FXN act – frataxin GAA850 promoter activation | HEK293 lucGAA850 FXN promoter luciferase reporter, 24 h; percent of 10 µM SAHA response | activation, % at 6 µM | 360,000 tested, 0.56% active | AID 540364;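 active = activation above the average of all compounds screened plus 3 SD, cutoff fixed separately per campaign, cut at about 7.5% in these data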;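 note: 0% = DMSO wells and 100% = 10 µM SAHA wells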
ssDAF-12 act – activates DAF-12 receptor from parasite S. stercoralis; HEK293 ssDAF-12/GRIP1 lit1-tk-luc reporter, luminescence; % of 3 µM dafachronic acid response; activation, % at 6.8 µM; 370,000 tested, 1% active; AID 652126;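 active = activation above the mean over all tested compounds plus 3 SD, cut at about 0.9% in these data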;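 note: 0% = DMSO-only wells and 100% = 3 µM delta7-dafachronic acid wells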
hcDAF-12 act – H. contortus DAF-12 activation, primary screen; AID 652067; 370,000 tested, 1.4% active; HEK293 hcDAF-12 lit1-tk-luc reporter, luminescence; 0% DMSO, 100% Δ7-dafachronic acid; activation, % at 6.8 µM;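 active = activation above the mean of all tested compounds plus 3 SD, cut at about 5.5% in these data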;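 note: 100% = response to 3 µM Δ7-dafachronic acid high control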
ADAM10 inh – inhibits human ADAM10; 370,000 tested, 0.62% active; inhibition, % at 7 µM; O14672; recombinant ADAM10, EDANS/DABCYL FRET peptide cleavage, 3 h; AID 720582;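 active = inhibition above a per-campaign cutoff equal to the mean of compounds falling between control-based bounds plus 3 SD, cut at about 20% in these data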;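 note: 0% = DMSO wells while the 100% control is not disclosed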
Target sequence (O14672 214-748 limits assumed): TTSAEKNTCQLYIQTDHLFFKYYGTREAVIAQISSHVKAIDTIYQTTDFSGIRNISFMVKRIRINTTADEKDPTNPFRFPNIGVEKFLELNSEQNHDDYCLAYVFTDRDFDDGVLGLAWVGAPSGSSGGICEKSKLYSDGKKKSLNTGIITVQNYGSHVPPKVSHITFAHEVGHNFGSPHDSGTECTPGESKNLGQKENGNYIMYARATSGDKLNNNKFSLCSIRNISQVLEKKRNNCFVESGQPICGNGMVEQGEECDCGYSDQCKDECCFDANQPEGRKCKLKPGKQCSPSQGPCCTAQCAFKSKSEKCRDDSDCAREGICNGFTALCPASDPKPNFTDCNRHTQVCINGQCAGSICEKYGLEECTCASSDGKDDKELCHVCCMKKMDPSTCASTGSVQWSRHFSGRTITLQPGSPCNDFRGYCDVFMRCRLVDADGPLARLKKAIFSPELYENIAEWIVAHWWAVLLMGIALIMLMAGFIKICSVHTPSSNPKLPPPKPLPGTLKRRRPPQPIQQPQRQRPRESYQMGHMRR
An asterisk follows results filed as active; / = no result given.

SMILES,DAX1 inh-2,NPR2 activator,NPR1 activator,SMARCA2 act,GAA850 FXN act,sPLA2-III inh,hcDAF-12 act,DAX1 inh-1,ADAM10 inh,hgDAF-12 ag,ssDAF-12 act
COC(=O)C1=C(O)/C(=C\c2cc(C)n(-c3ccccc3F)c2C)N=C1C,-0.6,-3,-3,1,-1.0,-4,-0.2,-1.0,-16,-3.0,-0.3
COc1ccc(S(N)(=O)=O)cc1C(=O)OCC(=O)Nc1sccc1C#N,1.3,2,-5,4,0.5,0,-0.2,0.9,-7,1.4,-0.3
COC(=O)c1c(NC(=O)c2ccc([N+](=O)[O-])o2)sc2c1CCN(C(C)C)C2,-1.8,3,0,0,-2.6,0,-0.2,-7.5,-18,-5.6,0.0
COC(=O)CSc1nc2cc(OC)ccc2n1C,2.7,5,3,0,-1.9,-4,-1.6,0.1,3,2.1,-1.4
CCOC(=O)C1C(=O)OC(C)(C)C1C(CC)C(=O)c1c(C)cc(C)cc1C (stereo unspecified),/,2,-5,6,6.2,-4,-1.6,-0.5,4,-2.3,-1.9
COc1ccc(OCCNC(=O)c2cccc(Oc3ccc(C(F)(F)F)cc3[N+](=O)[O-])c2)cc1,-2.6,3,4,-6,-2.2,2,-4.5,-2.1,-3,-2.3,-2.4
Cc1cccc(NC(=O)CN2C(=O)NC(C)(c3ccc4c(c3)OCO4)C2=O)c1 (stereo unspecified),-0.6,-1,-1,2,-0.1,-8,-1.3,0.3,5,-0.9,-1.0
O=S(=O)(c1ccc(N=C2NN=C(c3cc(F)ccc3F)CS2)cc1)N1CCOCC1,/,-1,-4,-5,-0.2,-11,-5.5,-2.7,10,-8.7,-2.6
O=C(Nc1ccccc1C(F)(F)F)C(O)(c1ccccc1)C1CCCCC1 (stereo unspecified),0.2,-8,-4,2,1.2,-10,-1.9,0.5,-2,0.0,-1.2
O=C(c1cccc(N2CCCC2=O)c1)N1CCN(c2ccccc2)CC1,0.9,4,4,0,0.0,1,-0.7,-0.3,3,-0.4,-1.3
O=C(COC(=O)c1ccccc1Cl)NCc1cccs1,2.7,3,1,3,-1.9,4,2.3,-0.3,-4,4.4,-0.6
COC(=O)C1=C(C)OC(N)=C(C#N)C1c1cc2cc(C)ccc2nc1Cl (stereo unspecified),-0.1,-18,-12,-1,1.6,-14,-1.9,-0.2,-22,-1.7,-1.2
CCOC(=O)C1CCCN(c2c(NCCc3ccc(Cl)cc3)c(=O)c2=O)C1 (stereo unspecified),3.4,-2,2,-1,-0.9,4,-1.9,-0.3,-8,3.1,-0.9
Cc1ccc(C(=O)NCCNC(=O)Cc2ccccc2)cn1,-0.5,4,7,2,2.2,4,-0.6,1.3,-1,-1.5,-0.7
COc1ccccc1NC(=S)NCCC(c1ccccc1)c1ccccc1,-0.5,1,-8,-5,0.7,-8,-1.6,-0.7,7,-2.6,-1.8
COc1ccccc1-c1ccc(NC2CCCCC2)nn1,1.4,-5,-4,1,4.5,6,0.6,2.0,-5,8.5,-1.4
Cc1cc(C)n(S(=O)(=O)c2ccc(C(C)(C)C)cc2)n1,0.4,7,4,-1,1.7,-2,-0.7,-0.1,5,2.5,-0.4
CCCCNC(=O)Nc1nc2ccccc2s1,8.8*,1,19,0,4.3,-2,2.8,5.5*,-14,15*,0.1
COc1ccc([N+](=O)[O-])cc1N(CC(O)Cn1nnc2ccccc21)S(=O)(=O)c1ccc(C)cc1 (stereo unspecified),-0.8,-5,-11,-4,-2.5,-33,-2.6,-0.8,14,-1.9,-1.3
Cc1cccc(OCC(=O)Nc2ccc(C(=O)Nc3ccccc3C(=O)O)cc2)c1,-0.6,-5,-1,-4,0.8,-15,-0.1,1.1,1,-5.1,-0.4
Oc1ccc(Br)cc1C=Nc1ccc(Cl)cc1,1.5,-4,8,2,1.9,-2,-0.4,-0.6,-4,-2.4,-1.2
CCc1cc(=O)oc2cc(OCC(=O)N3CCC(C(N)=O)CC3)ccc12,-0.2,-4,2,1,0.5,2,-2.4,-0.5,-168,0.5,-1.7
C[C@@H]1CN([C@@H](C)CO)C(=O)Cc2cc(NC(=O)Nc3ccc(F)cc3)ccc2O[C@@H]1CN(C)Cc1ccc(Cl)c(Cl)c1,-0.3,4,0,-1,-2.7,-24,-0.6,-0.1,34*,0.5,-1.4
CCCC1CCC2(CCCN2CCOC(=S)Nc2cccc(Cl)c2)CC1 (stereo unspecified),/,-3,0,/,/,4,-3.0,/,0,1.4,-1.7
O=C(CC(=O)c1c(F)cccc1Cl)c1ccccc1O,1.9,-1,0,0,-0.6,-12,9.1*,0.0,-290,7.0,0.4
COc1ccc(NC(=O)CSc2nc(O)cc(=O)[nH]2)c(OC)c1,-0.6,-4,0,-1,-0.7,6,-2.3,-0.9,0,-0.9,-1.1
CC(=O)Nc1ccc2nc3ccccc3nc2c1,0.6,-8,-1,2,4.6,4,3.9,0.7,-96,5.4,0.0
CC1CCN(C(c2cccs2)c2nnnn2Cc2ccccc2)CC1 (stereo unspecified),-0.3,-8,-26,-3,1.8,-14,-0.2,-0.1,10,0.4,-0.9
N#CCCCn1c(-c2ccccc2)noc1=O,1.0,3,-1,-2,2.1,1,2.5,0.3,1,-1.6,-1.0
CCOc1ccc(S(=O)(=O)Nc2c(C)n(C)n(-c3ccccc3)c2=O)cc1,-1.4,3,3,-1,0.0,-8,-1.6,0.0,-9,4.1,-1.1
CCOC(=O)c1[nH]c2ccc(F)cc2c1NC(=O)CN1CCN(C/C=C/c2ccccc2)CC1,-1.4,8,4,-2,-0.4,-32,-3.5,-1.1,-84,-2.4,-2.1
Cc1ccc(S(=O)(=O)N2C[C@H]3[C@H]4C(=O)N(Cc5ccccc5)C(=O)[C@H]4CC(=O)[C@H]3[C@@H]2c2cccc3ccccc23)cc1,/,-1,-1,-4,/,-6,-0.6,0.7,0,0.5,-0.9
CC(=O)Nc1ccc(S(=O)(=O)NCCNC(=O)c2ccccc2F)cc1,1.3,4,-1,-3,2.1,1,-1.8,-0.3,4,-2.9,-0.3
CCCn1c(CC)nc([N+](=O)[O-])c1S(=O)(=O)c1ccccc1,-1.8,5,6,10*,-14,-2,-2.5,-1.2,2,10,0.2
CCc1cccc(C)c1NC(=S)NCCc1c(C)[nH]c2ccc(C)cc12,0.3,-5,-8,-3,-4.7,5,-2.4,-0.8,3,-3.3,-1.1
CCN(C(=O)c1cnc2scc(C)n2c1=O)c1ccccc1C,-0.6,-4,3,-1,1.6,0,1.3,-0.9,-19,2.1,-1.1
Cc1ccc(Cl)cc1N1CCN(S(=O)(=O)c2cnc[nH]2)CC1,-0.8,8,0,-2,-0.2,-37,-1.8,0.5,-4,2.4,-0.9
COC(=O)[C@]12C[C@H](CC(=O)NCC34CC5CC(CC(C5)C3)C4)C(=O)N(Cc3ccco3)C1=C[C@H](C1CCCC1)O[C@@H]2C,/,-14,-13,-2,/,-10,-2.8,-1.1,18,-2.5,-0.3
CC(Sc1ccccc1)C(=O)Nc1cccc(N(C)S(C)(=O)=O)c1 (stereo unspecified),-0.6,13,9,-3,0.0,-8,0.2,0.6,14,1.0,-1.1
Cc1ccc(Nc2nc(C)cc(C)c2C#N)c(C)c1,0.5,4,3,3,-0.6,6,0.7,-0.1,-8,3.7,-1.0
COc1ccc(C(=O)NNC(=O)c2ccc3ccccc3c2)cc1,-0.8,-6,-1,2,0.7,-7,-1.6,0.1,-7,2.5,-0.7
CCO[C@@H]1OC(C(=O)N2CCOCC2)=C[C@H](C)[C@H]1CCCO,1.3,1,0,-1,2.0,1,-0.7,0.4,3,-1.3,-1.3
Cc1ccc(NC(=O)C2CCN(S(=O)(=O)c3ccc4c(c3)CCCC(=O)N4)CC2)c(Br)c1,-0.1,0,1,-5,-2.5,-14,-1.6,-0.4,-3,-0.4,-1.5
Nc1nc(N)nc(-c2cc([N+](=O)[O-])ccc2O)n1,-1.1,0,1,0,17*,2,-1.1,-0.5,-4,-0.2,-1.5
Cc1nn(CC(=O)N2CCc3ccccc3C2)c(C)c1[N+](=O)[O-],1.5,4,-4,-3,2.4,11,1.4,0.7,-8,2.8,-0.8
CCCCN1C(=O)C(=O)N(CC(=O)Nc2ccc(C(N)=O)cc2)C1=O,3.2,3,3,-3,1.6,2,-1.4,0.1,-12,1.9,-1.6
O=C(Nc1cc(Cl)ccc1O)c1snnc1-c1ccccc1,-1.7,-12,6,-7,-3.8,-27,-4.3,-2.1,11,-6.7,-1.9
CCOc1ccc(NC(=O)N(C2CCCCCC2)C2CCN(C(C)=O)CC2)cc1,-0.2,0,2,1,-0.5,3,-1.1,0.3,1,1.6,-1.5
CCOC(=O)c1cc(NC(=O)c2ccccc2)c(=O)oc1-c1ccccc1,0.1,-3,-2,0,-1.3,0,-2.0,-0.7,8,0.8,-1.3
O=C(c1ccc(NS(=O)(=O)c2ccccc2)cc1)N1CCCCCC1,1.6,-2,1,1,1.0,-5,-1.1,-1.1,-8,1.8,-1.4

Continued.
SMILES,DAX1 inh-2,NPR2 activator,NPR1 activator,SMARCA2 act,GAA850 FXN act,sPLA2-III inh,hcDAF-12 act,DAX1 inh-1,ADAM10 inh,hgDAF-12 ag,ssDAF-12 act
O=C(CC1(O)C(=O)Nc2ccccc21)c1ccccc1O (stereo unspecified),-0.1,-2,-5,-2,-0.1,-5,3.6,0.2,-1,0.1,0.1
O=C(NC(C(=O)c1ccccc1)N1CCOCC1)c1ccccc1 (stereo unspecified),0.1,0,-3,0,-0.8,-1,-0.8,-0.4,2,-0.7,-1.1
COCCn1c(C)cc(C(=O)COC(=O)c2[nH]c(C)c(C(C)=O)c2C)c1C,-1.1,-2,1,4,2.6,2,-1.5,-0.9,-4,-0.7,-1.1
COc1ccc(S(=O)(=O)Nc2ncccc2C)c2ccccc12,1.0,-3,-7,-4,0.0,-4,-1.7,1.2,5,1.0,-1.2
O=C(Cn1cc(C(F)(F)F)cc(Cl)c1=O)Nc1cccc(Cl)c1,0.3,-3,2,-3,-0.1,4,-1.5,0.5,4,5.2,-1.2
O=C(Nc1ccccc1)C1=C[C@H](c2ccc(Br)cc2)C[C@H](OCc2ccc(CO)cc2)O1,0.3,0,-4,2,-0.6,-16,-0.8,-0.8,18,1.1,-1.6
Cc1cc(=O)oc2cc(OC(C)C(=O)Nc3nccs3)ccc12 (stereo unspecified),-0.6,-4,0,-3,-2.2,2,-0.9,0.0,-48,-0.7,-1.2
Cc1nc(Sc2nnnn2C)c2c3c(sc2n1)CCC3,-0.3,7,-1,1,1.5,0,-1.4,0.2,-27,-1.0,-1.4

High-throughput results as filed in PubChem.

An unsorted share of the library. Share with any hit: about 6.6%.
